RMI-FANCM inh: RMI-FANCM interaction inhibition. Fluorescence polarization, RMI core complex with F-MM2 peptide; active compounds read low. FP signal (polarization) at 33 µM. 70,000 compounds, 0.58% hits. AID 1159607; in the data active means FP signal below about 40; further: inactives centre near 61; strong numbers were not always called active; unit not given here
* marks the source's active call; other numbers are inactive results; & = joins results of further samples. A portion of the library. The share of hits here may be higher or lower than overall.

Structure	RMI-FANCM inh
CCSc1ccccc1C(=O)NCCS(=O)(=O)N1CCc2ccccc2C1	58
Cc1c(C)c(C)c(CSc2nnc(CC#N)n2C)c(C)c1C	55
COc1ccc(C(=O)NC(=O)N=S(C)(=O)c2ccc(C(F)(F)F)cn2)cc1 (configuration not stated)	52
OCC1(CO)CSC(=NCc2ccc(F)cc2)N1	58
Cc1cccc(Cn2cc(C(=O)Nc3nnc(C)s3)ccc2=O)c1	65
NCCc1csc2nc(-c3cccc(F)c3)nn12	76
Cc1nc(CSc2nc3scc(-c4ccc(F)cc4)c3c(=O)n2-c2ccccc2)cs1	72
O=C(c1csc(Nc2ccc(OC(F)F)cc2)n1)N1CCN(c2ccccn2)CC1	62
Cc1ccc(NC(=O)Cn2nc(C3CC3)c3cnn(-c4ccc(C)c(C)c4)c3c2=O)c(C)c1	118
COc1ccc(S(=O)(=O)Nc2ccc3c(c2)CN(C(=O)c2ccco2)CC3)cc1C	65
CC(C)C(=O)Nc1nc2c(Cl)c(Cl)ccc2s1	61
O=c1/c(=C/c2cccs2)sc2nc(-c3ccccc3)c(-c3ccccc3)n12	41
CCN(CC)CCNc1nc2c(OC)ccc(OC)c2s1	76
CCn1c(=O)c(C(=O)Nc2ccc(C)cc2)c(O)c2ccccc21	63
Cc1ccc(N2CCCS2(=O)=O)cc1NC(=O)C(=O)NCc1ccccc1	62
COc1ccc(-c2csc3c(=O)n(Cc4ccc(Cl)cc4)cnc23)cc1	94
CC(C)=C1N=C(c2ccccc2)OC1=O	60
COc1ccc2nc(-n3nc(C)cc3NC(=O)C3=COCCO3)sc2c1	67
O=C1CC(c2ccccc2)=NO1	63
COc1nc(N)nc(SC)n1	54

Molecules above with a halogen, in the order listed:
Structure	RMI-FANCM inh
COc1ccc(C(=O)NC(=O)N=S(C)(=O)c2ccc(C(F)(F)F)cn2)cc1 (configuration not stated)	52
OCC1(CO)CSC(=NCc2ccc(F)cc2)N1	58
NCCc1csc2nc(-c3cccc(F)c3)nn12	76
Cc1nc(CSc2nc3scc(-c4ccc(F)cc4)c3c(=O)n2-c2ccccc2)cs1	72
O=C(c1csc(Nc2ccc(OC(F)F)cc2)n1)N1CCN(c2ccccn2)CC1	62
CC(C)C(=O)Nc1nc2c(Cl)c(Cl)ccc2s1	61
COc1ccc(-c2csc3c(=O)n(Cc4ccc(Cl)cc4)cnc23)cc1	94

Further compounds.
Structure	RMI-FANCM inh
Cc1nc2scc(C)n2c(=O)c1NC(=O)Nc1ccc(Cl)cc1Cl	69
COCCn1c(C)cc(O)c(C(c2ccccc2Cl)N2CCN(c3ccccc3F)CC2)c1=O (configuration not stated)	54
COc1ccccc1CNC(=O)Cc1cc(=O)[nH]c(SCc2ccccc2)n1	67
O=C(Cn1c(CO)c[nH]c1=S)NC1CCCC1	65
CN(C)CCCNC(CC(=O)Nc1cc(Cl)ccc1Cl)C(=O)O (configuration not stated)	57
NS(=O)(=O)c1ccc(NC(=O)C2C3C=CC(C3)C2C(=O)O)cc1 (configuration not stated)	55
COc1ccc(-c2cc(C(=O)Nc3c(C(=O)Nc4cccc(C)c4)oc4ccccc34)no2)cc1	67
O=C(NCCCN1CCN(c2ccccc2)CC1)c1ccc(F)c(F)c1	62
O=C(Nc1ccc(SCc2ccncc2)nn1)C1CC1	65
CCOC(=O)c1sc(NC(=O)c2oc3ccccc3c2C)nc1C	60
COc1ccc(Oc2cc(C#N)c(C#N)cc2Oc2ccc(OC)cc2)cc1	70
Cc1ccn2cc(-c3ccc(NC(=O)c4ccc5c(c4)OCO5)cc3)nc2c1	92
Cc1nc2ccc(NC(=O)c3cccs3)cc2c(=O)n1-c1ccc(F)cc1	59
Cn1c(=O)c2cc(C(=O)NCCN3CCOCC3)sc2n(C)c1=O	62
CCS(=O)(=O)Nc1cccc(C2=NN(S(=O)(=O)c3ccc(OC)cc3)C(c3ccccc3)C2)c1 (configuration not stated)	74
O=C(CSc1nnc(-c2ccncc2)o1)N1c2ccccc2Sc2ccccc21	63
CC(C)(C)c1cc2nc(C(F)(F)F)cc(N/N=C\c3ccc(Cl)cc3)n2n1	69
O=C(NCCN1CCn2cc(OCc3ccccc3)c(=O)cc2C1=O)c1ccc(=O)[nH]c1	65
O=C(O)C1C2C=CC(C2)C1C(=O)O (configuration not stated)	61
CC(C)CCN1C(=O)CCc2cc(NC(=O)c3ccc(F)cc3F)ccc21	64
CCCN(CCC)S(=O)(=O)c1ccc(C(=O)NN)cc1	55&55
COCC(=O)Nc1ccc(Nc2ccc(-n3cccn3)nn2)cc1	54
CCOC(=O)/C(=C(\C)O)C1(C(C#N)C(N)=O)CCCCC1 (configuration not stated)	58
CC(=O)N1CCc2c(sc3nc(SCC(=O)N4CCOCC4)n(-c4ccccc4)c(=O)c23)C1	66
COc1ccc(OC)c(NC(=O)C(=O)NCC(=O)N2CCOC(c3ccccc3)C2)c1 (configuration not stated)	72
O=[N+]([O-])c1cc(C(F)(F)F)ccc1N=Nc1c(O)[nH]c2ccc(F)cc12	48
CC(=O)c1sc(NC(=O)c2sc3nc(-c4ccccc4)cn3c2C)nc1C	61
N#Cc1c(-c2ccco2)c2c([nH]c1=O)-c1ccccc1CC2	-59
C/C(=N\NC(=O)CCCC(=O)O)c1c(-c2ccccc2)c2cc(Cl)ccc2[nH]c1=O	60
NC(=O)c1c(NC(=O)c2cc(Cl)sc2Cl)sc2c1CCN(Cc1ccccc1)C2	143
O=C(Nn1cnc2c(cnn2-c2ccc(F)cc2)c1=O)c1ccc(Cl)cc1	63
COc1ccc(C2CC(c3c(-c4ccccc4)c4cc(Br)ccc4[nH]c3=O)=NN2)cc1 (configuration not stated)	63&68
Cc1nc(-n2nc(-c3cccs3)cc2NC(=O)c2cc3ccccc3o2)[nH]c(=O)c1C	64
CCc1ccccc1NCN1C(=O)c2ccncc2C1=O	60
CC1CCN(C(=S)c2ccc(-c3ccc(Br)cc3)o2)CC1	61
COc1cccc(NC(=O)CN2CCC(C(N)=O)CC2)c1	64
COC(=O)c1ccsc1NC(=O)c1ccc(S(=O)(=O)N(C)c2ccccc2)cc1	67
CCOC(=O)c1cc(-c2nnc(-c3cc(OC)c(OC)c(OC)c3)o2)c(C)nc1C	60
Nc1ccccc1SC(CC(=O)c1ccc(F)cc1)c1cccc2ccccc12 (configuration not stated)	55
O=C(c1ccc(Br)cc1)N1CCN(c2nc3ccccc3s2)CC1	76
O=S(=O)(NCCN1CCN(c2ccccc2)CC1)c1ccc(Cl)s1	64
Nc1cccc(-c2nc3ccccc3s2)c1	70
COc1coc(C(=O)Nc2ccc(C(N)=O)cc2)cc1=O	64
Cc1noc(NC(=O)c2c(-c3c(Cl)cccc3Cl)noc2C)c1[N+](=O)[O-]	63
O=C(O)CSc1nnc(-c2ccc(Cl)cc2Cl)n1Cc1ccco1	60
O=C(CSc1nc(C(F)(F)F)cc(=O)[nH]1)N1CCCCCC1	52
COc1ccc(-n2nnc(C(=O)OCc3nc(-c4cccc(Cl)c4)oc3C)c2C)cc1	68
O=c1[nH][nH]c(=S)n1-c1ccccc1C(F)(F)F	52
COc1ccc(Cl)cc1NC(=O)c1cc(=O)c(OC)co1	61
CCOc1ccc2nc(NC(=O)/C=C/c3ccccc3)sc2c1	82
Cc1ccc2c(c1)sc(=NC(=O)Cc1cccc3ccccc13)n2C	68
O=C(CSc1nnc2[nH]c(=O)cc(-c3ccccc3)n12)N1CCc2ccccc21	54
CCn1c(=NC(=O)Cc2ccc(C)c(C)c2)sc2cc3c(cc21)OCCO3	67
O=C(NCCCc1ccccc1)C(=O)Nc1ccc(N2CCCS2(=O)=O)cc1	92
O=C(COc1ccc(F)cc1)NCc1nnnn1C1CCCCC1	59
CCCN1CCCc2cc(CCNS(=O)(=O)CC)ccc21	66
COC(=O)c1cc(/C=N\Nc2ccc([N+](=O)[O-])cn2)cn1C	65
CCOc1ccc(C(=O)Nc2c(N)nc(SCC(=O)NC3CCCCC3)[nH]c2=O)cc1	45
CC(C)COc1ccc(S(=O)(=O)Nc2ccc3c(c2)C(=O)NCCO3)cc1	67
O=C(NCCC1=CCCCC1)C1CC1	65

Part of the list above, field by field:
O=c1[nH][nH]c(=S)n1-c1ccccc1C(F)(F)F
  RMI-FANCM inh = 52

O=C(COc1ccc(F)cc1)NCc1nnnn1C1CCCCC1
  RMI-FANCM inh = 59

Carrying on.
Structure	RMI-FANCM inh
NC(=O)CN1C(=O)/C(=C\c2ccco2)N=C1c1ccccc1	51
CC(C)CCN1CC(O)=C(c2nc3ccccc3[nH]2)C1=N	65
O=C(NCc1ccccc1)Nc1ccc(Cl)c(Cl)c1	78
O=C(Nc1nncs1)c1ccccn1	63
N#C/C(=C\c1ccc(-c2ccc(F)cc2)o1)c1ccccc1	63
CCOc1ccccc1NS(=O)(=O)c1c[nH]c(=O)[nH]c1=O	53
O=C(COC(=O)c1cc(-c2ccccc2)nc2ccccc12)c1ccc([N+](=O)[O-])cc1	59
CN(C)CCCN(C(=O)COc1ccc(Cl)cc1)c1nc2ccccc2s1	71
COCCn1c(SCC(=O)Nc2cc(C)on2)nnc1-c1c[nH]c2ccccc12	63
O=C(Nc1ccc(Cl)c(N2CCCS2(=O)=O)c1)C1CCCC1	57
CSc1ccccc1NC(=O)C(=O)c1c(C)n(C)c2ccccc12	60
CCN(CC)CCOC(=O)C(Cc1cccc2ccccc12)CC1CCCO1 (configuration not stated)	61&59
Cc1ccc(-c2noc(-c3oc4ccc(S(=O)(=O)N5CCSCC5)cc4c3C)n2)cc1	67
COc1ccc(Cl)cc1NC(=O)NNC(=O)c1cccn(Cc2cccc(F)c2)c1=O	70
COc1ccccc1N1CCN(C(=O)C(=O)c2cn(CC(=O)N3CCCC3)c3ccccc23)CC1	67
CC(=O)c1sc(NC(=O)c2ccn(C)n2)nc1C	71
Nc1nc(SCc2c(Cl)cccc2Cl)n[nH]1	53
CSc1ccccc1C(=O)NCc1n[nH]c(=O)c2ccccc12	52
O=C(c1ccc([N+](=O)[O-])o1)N1CCN(c2ncnc3c2nnn3-c2cccc(F)c2)CC1	50
COC(=O)c1[nH]c2cscc2c(=O)c1C(=O)OC	60
Nc1ncnc2c1ncn2[C@@H]1O[C@H](CO)C[C@@H]1O	57
O=C1NCCOc2ccc(NC(=O)c3cc4ccccc4oc3=O)cc21	64
CCn1nc(C)cc1C(=O)N(CCN1CCOCC1)c1nc2c(OC)ccc(C)c2s1	64
O=C(COc1ccccc1[N+](=O)[O-])N1CCCCCC1	64
COC(=O)c1cc(-c2ccc(OC)cc2)c(-c2ccc(OC)cc2)s1	51
Cc1cc(=O)[nH]c(-n2nc(-c3cccs3)cc2NC(=O)c2c(F)cccc2Cl)n1	63
CC(=O)c1ccc(-c2ccccc2OC(F)(F)F)o1	54
O=C(NCc1nnc(SCc2cccc(C(F)(F)F)c2)n1-c1ccccc1)c1ccccc1F	83
CCOc1cccc2sc(NC(=O)Cc3ccc(OC)c(C)c3)nc12	86
COc1cccc(-n2c(=S)sc3c(=O)[nH]c(SCC(=O)NCCC4=CCCCC4)nc32)c1	56
COc1ccc(OC)c(/C=N/Nc2nnc3c(n2)[nH]c2c(C)cccc23)c1	67
CC1(C)C2CC(=O)[C@]3(C)C(CC[C@@]4(C)[C@H](C(=O)O)OC(=O)C5OC543)[C@@]2(C)[C@@H](O)C[C@H]1O (some centres not stated)	64
Cc1cc(C)cc(NC(=O)NCCOc2ccc3nnc(-c4ccc(F)cc4)n3n2)c1	67
O=c1[nH]c(SCCc2ccccc2)nc2c1cnn2CCO	53
CCOC(=O)Nc1c(C(=O)Nc2cc(OC)ccc2OC)oc2ccccc12	56
CC1(C)S[C@@H]2C(N3C(=O)[C@@H](c4ccccc4)NC3(C)C)C(=O)N2[C@H]1C(=O)O (some centres not stated)	65
O=C(CC(=O)N=Nc1c(O)[nH]c2ccccc12)N=Nc1c(O)[nH]c2ccccc12	63
CCCCCNS(=O)(=O)c1ccccc1S(=O)(=O)NCCCCC	56
Cc1cc(=O)n2c(-c3cccc(NC(=O)C4CCCO4)c3)csc2n1 (configuration not stated)	66
COc1cccc(C(=O)NCCOc2ccc(F)cc2)c1	67
CCCCOC(=O)c1ccc(NC(=O)CC2CCCCN2S(=O)(=O)c2ccc(C)cc2)cc1 (configuration not stated)	76
Cc1cc(C)c2sc(N(CCCN(C)C)C(=O)c3ccc(S(=O)(=O)N(C)C4CCCCC4)cc3)nc2c1	113
Fc1ccc(CSc2ncnc3c2oc2ccccc23)cc1	61
O=C(NCCc1ccccc1)c1ccco1	64
COc1ccc(OC)c2sc(N(CCCN(C)C)C(=O)c3ccc(S(=O)(=O)N4CCc5ccccc5C4)cc3)nc12	157
CCn1c(=NC(=O)c2ccccc2C)sc2cccc(Cl)c21	62
Cc1ccc(N2CCCS2(=O)=O)cc1NC(=O)C(=O)NCC1CCCO1 (configuration not stated)	65
CS(=O)(=O)c1ccccc1C(=O)Nc1c2c(nn1-c1nc3ccccc3s1)CCC2	56
Cc1ccc(C)c(S(=O)(=O)N2C(=S)NC(=O)C2C(C)C)c1 (configuration not stated)	75
O=C(NNc1nc(-c2ccccc2)c2cc(Br)ccc2n1)c1ccccc1Cl	53
COc1ccc(-c2ccc(=O)n(CCCNC(=O)c3ccc(S(N)(=O)=O)cc3)n2)cc1	68
CCOc1ccc(C)cc1S(=O)(=O)Nc1ccc2c(c1)N(C(=O)COC)CCC2	72
O=C1C(=NS(=O)(=O)c2cccs2)C([n+]2ccccc2)=C([O-])c2ccccc21	66
Cc1cc(SCC(=O)Nc2nsc(-c3ccc(Cl)cc3)n2)nc2ccccc12	110
CCOc1cc(-c2nnc(NC(=O)c3cc(C)on3)o2)cc(OCC)c1OCC	55

Source: PubChem BioAssay (Small Molecule Screening Facility, UW Madison)
